Screening data as filed in PubChem.
POLK inh – qHTS for Inhibitors of Polymerase Kappa; DNA polymerase kappa (Homo sapiens), Q9UBT6; purified Pol kappa, fluorescent DNA synthesis assay, 10 min; Potency, µM (titrated, usually from 107 µM), inactives show at the top dose activity, negative = inhibition, most hits filed as inhibitors; actives 0.53% (n = 400,000); note: potency is the fitted concentration of half-maximal effect; % is set by controls: 0 for no effect and ±100 for the full control effect
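Kinetic fluorescence screen: compound preincubated 15 min RT with 10 nM enzyme; 50 nM substrate (final) initiates; reads at 0/10 min.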
Anesthetic bind – qHTS Assay for Identification of Novel General Anesthetics. Potency, µM (highest dose often 77.5 µM), without a hit: at the top dose activity change, negative = displacement, hits mostly inhibitors. actives 0.074% (n = 350,000). AID 485281, 2010. apoferritin/1-aminoanthracene competitive binding, fluorescence; note: potency is the fitted concentration of half-maximal effect; % is set by controls: 0 for no effect and ±100 for the full control effect; nearly all actives have a fitted effect of over 20% in size
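Apoferritin-based anesthetic binding model; compound displacement of fluorescent 1-AMA measured as endpoint fluorescence after 10 minutes at room temperature, scaled to free-ligand and complex controls.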
POLI inh – qHTS for Inhibitors of Polymerase Iota; DNA polymerase iota (Homo sapiens), Q9UNA4; Pol iota fluorescent replication assay, 10 min; Potency, µM (top dose mostly 115 µM), for the others: top-dose activity, negative = inhibition, usual class: inhibitors; actives 1% (n = 390,000); AID 588590, 2011; note: potency is the fitted concentration of half-maximal effect
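Fluorescent replication assay read twice, at 0 min and 10 min after adding 50 nM (final) substrate. Enzyme (10 nM) and compounds were first incubated 15 min at room temperature; enzyme-free buffer wells were negative controls.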
Pol beta inh – qHTS Assay for Inhibitors of DNA Polymerase Beta; P06746; Pol beta primer extension/strand displacement, fluorescence kinetic; Potency, µM (titrated, usually from 114 µM), inactives show at the top dose activity change, negative = inhibition, usual class: inhibitors; actives 1.3% (n = 340,000); AID 485314, 2010; note: potency is the fitted concentration of half-maximal effect; % is set by controls: 0 for no effect and ±100 for the full control effect
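Enzyme-only controls used 10 nM Pol beta; buffer lacking enzyme served as negative control. Compound preincubated 15 min, then 50 nM substrate added; 0 and 10 min reads at room temperature.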
LDHA block – qHTS assay for inhibitors of human lactate dehydrogenase; activity change, % (values are at about 110 or 230 µM); purified LDHA, NADH/diaphorase-resazurin fluorescence; active compounds read low; actives 0.15% (n = 480,000); AID 1347041, 2019; in the data active = activity change below about -30%; inconclusive = mostly about -25% to -30%;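 note: plate controls were DMSO wells for no effect and wells without enzyme for full effect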
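Human LDH5 at 2 nM final in Tris HCl pH 7.4 with 0.06 mM NADH and 0.2 mM pyruvate, reacted 5 minutes at room temperature. Remaining NADH coupled via diaphorase/resazurin; resorufin fluorescence read at 0 and 20 minutes, normalized to enzyme-free and DMSO wells.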
BLM inh – qHTS Assay for Inhibitors of Bloom's syndrome helicase (BLM); AID 2528, 2010; Potency, µM (doses to about 56.1 µM), without a hit: top-dose activity change, negative = inhibition, actives largely listed as inhibitors; actives 0.2% (n = 350,000); recombinant BLM DNA unwinding, fluorescence dequenching;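 note: potency is the fitted concentration of half-maximal effect; plate controls were vehicle for no effect and no enzyme for full effect; nearly all actives have a fitted effect of over 35% in size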
APEX1 inh – qHTS Assay for Inhibitors of the Human Apurinic/apyrimidinic Endonuclease 1 (APE1) | DNA repair nuclease/redox regulator APEX1 (Homo sapiens), P27695 | recombinant APE1, TAMRA/BHQ-2 abasic DNA cleavage fluorescence | AID 2517, 2012 | actives 0.35% (n = 350,000) | Potency, µM (doses to about 65.8 µM), for inactives: at the top dose activity change, negative = inhibition, actives largely listed as inhibitors;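 note: potency is the fitted concentration of half-maximal effect; plate controls were vehicle for no effect and reference inhibitor for full effect; nearly all actives have a fitted effect of over 55% in size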
Target sequence (P27695 whole entry, looked up): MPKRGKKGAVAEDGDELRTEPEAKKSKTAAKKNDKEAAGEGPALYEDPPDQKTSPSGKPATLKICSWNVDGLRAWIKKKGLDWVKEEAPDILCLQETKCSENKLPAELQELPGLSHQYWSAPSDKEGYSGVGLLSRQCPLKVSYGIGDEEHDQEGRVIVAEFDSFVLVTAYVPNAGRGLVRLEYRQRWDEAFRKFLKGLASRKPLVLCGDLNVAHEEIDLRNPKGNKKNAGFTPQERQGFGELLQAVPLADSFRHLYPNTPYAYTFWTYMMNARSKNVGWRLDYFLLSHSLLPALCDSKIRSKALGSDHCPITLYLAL
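Measures dequenching upon AP-site incision of a 5'-TAMRA/3'-BHQ-2 THF-containing duplex, 50 nM; human APE1 0.75 nM after 15 min room-temperature exposure to compound; kinetic three-point read at one-minute spacing.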
Glioma ERSR ind – qHTS for Inducers of the Endoplasmic Reticulum Stress Response (ERSR) in Human Glioma: qHTS; U87-MG GRP78 promoter luciferase reporter, 16 h; Potency, µM, for the others: at the highest dose activation, usual class: activators; actives 0.02% (n = 420,000); note: potency is the fitted concentration of half-maximal effect; series mostly up to about 76 µM; % of control where 0% means no effect; nearly all actives have a fitted effect of over 35% in size
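Stably transfected U87-MG glioma cells carrying a GRP78-based luciferase sensor; 16 h compound incubation. Luminescence end-point read 10 min after Bright-Glo addition at room temperature.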
Pol eta inh – qHTS for Inhibitors of Polymerase Eta. Potency, µM (titrated, usually from 114 µM), for inactives: top-dose activity change, negative = inhibition, actives largely listed as inhibitors. actives 1.2% (n = 390,000). recombinant Pol eta, fluorescent DNA replication assay. AID 588591, 2011; note: potency is the fitted concentration of half-maximal effect; % is set by controls: 0 for no effect and ±100 for the full control effect
Target sequence (Q9Y253 whole entry, looked up): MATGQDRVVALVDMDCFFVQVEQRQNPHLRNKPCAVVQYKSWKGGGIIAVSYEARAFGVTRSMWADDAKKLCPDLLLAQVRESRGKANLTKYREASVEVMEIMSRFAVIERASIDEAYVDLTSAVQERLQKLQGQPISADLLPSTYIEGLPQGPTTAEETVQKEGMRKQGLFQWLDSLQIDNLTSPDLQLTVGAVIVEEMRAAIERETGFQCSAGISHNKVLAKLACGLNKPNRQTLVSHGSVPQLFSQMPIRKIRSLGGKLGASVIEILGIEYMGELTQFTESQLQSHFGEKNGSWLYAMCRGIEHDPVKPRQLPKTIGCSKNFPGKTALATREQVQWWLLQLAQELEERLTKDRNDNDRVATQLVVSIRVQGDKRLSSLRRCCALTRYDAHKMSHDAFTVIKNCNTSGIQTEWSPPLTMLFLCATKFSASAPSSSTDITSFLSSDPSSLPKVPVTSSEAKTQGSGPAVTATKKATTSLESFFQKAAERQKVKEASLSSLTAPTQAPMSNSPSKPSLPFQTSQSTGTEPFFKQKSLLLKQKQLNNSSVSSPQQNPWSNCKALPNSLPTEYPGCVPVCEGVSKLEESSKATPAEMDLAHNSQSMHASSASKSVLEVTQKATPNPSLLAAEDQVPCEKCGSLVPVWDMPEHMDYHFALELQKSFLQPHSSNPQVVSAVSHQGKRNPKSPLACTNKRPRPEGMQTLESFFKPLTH
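Fluorescent replication assay: 50 nM final substrate added after a 15 min room-temperature compound preincubation with 10 nM enzyme. Signal taken at 0 min and again at 10 min.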
* hit, by the source's call; & = joins results of further samples; [ ] = another dose, or the depositor's remark. Unless noted, calls come from the whole dose curve; as a rule, active = well fitted curve in the direction sought with a large enough effect; inconclusive = small, poorly fitted or top-dose-only effect, or another doubt; inactive = no such curve, though single readings can be large; an effect the other way counts as inactive or inconclusive.

For Cc1csc(NC(=O)CSc2nncn2C)n1 the results were POLK inh 2%, Anesthetic bind 1%, POLI inh -12%, Pol beta inh -19%, LDHA block 3, BLM inh -1%, APEX1 inh 0%, Glioma ERSR ind 5% and Pol eta inh -7%.
Screening CCCCn1c(=NC(=O)c2cccnc2)c(C#N)cc2c(=O)n3cccc(C)c3nc21 returned POLK inh -10%, Anesthetic bind 43%[activator], POLI inh 98%[activator], Pol beta inh 21%, LDHA block -1, BLM inh -1%, APEX1 inh 2%, Glioma ERSR ind -5% and Pol eta inh inconclusive.
`CC(C)(C)NC(=O)COC(=O)c1ccc(Cl)c(S(N)(=O)=O)c1` gave POLK inh 6%, Anesthetic bind -9%, POLI inh 94%[activator], Pol beta inh 2%, LDHA block -11, BLM inh -1%, APEX1 inh -9%, Glioma ERSR ind -4% and Pol eta inh -5%.
COc1ccc(C2/C=C\CN(C(=O)CC(C)(C)C)C(C)C(=O)N2Cc2ccc(F)cc2)cc1 (stereo not given) was read as POLK inh 0%, Anesthetic bind -18%, POLI inh 8%, BLM inh -7%, APEX1 inh -3% and Glioma ERSR ind 2%.
NS(=O)(=O)c1cccc(NC(=O)COC(=O)CCN2C(=O)c3ccccc3C2=O)c1 was read as POLK inh 10%, POLI inh 33%[activator], LDHA block -5, APEX1 inh -12%, Glioma ERSR ind -3% and Pol eta inh -1%.
S=C(c1ccc[nH]1)N1CCOCC1 was read as POLK inh -21%, Anesthetic bind -10%, POLI inh 21%, Pol beta inh 1%, LDHA block -2, BLM inh 6%, APEX1 inh -2%, Glioma ERSR ind 0% and Pol eta inh -20%.
Screening C[C@H]1C(c2ccccc2)=NN(c2ccccc2)[C@@H]1CO returned POLK inh -19%, Anesthetic bind 194%[activator][163 µM], BLM inh -8%[120 µM], APEX1 inh -3%[120 µM] and Glioma ERSR ind -1%.
`CNC(=O)c1c(NC(=O)c2ccc(S(=O)(=O)N3CCCc4ccccc43)cc2)sc2c1CCN(C)C2` gave POLK inh 3%, Anesthetic bind -9%, POLI inh 6%, Pol beta inh 26%, LDHA block -2, BLM inh -4%, APEX1 inh 14%, Glioma ERSR ind -3% and Pol eta inh 2%.
`O=C1C(c2cc(=O)c3ccccc3[nH]2)=C(O)c2ccccc21` gave POLK inh inconclusive, Anesthetic bind -5%, POLI inh -7%, Pol beta inh inconclusive, LDHA block -24, BLM inh -11%, APEX1 inh -10%, Glioma ERSR ind -7% and Pol eta inh inconclusive.
For NC(=O)[C@H]1CC2(CC(c3cccc(NC(=O)CC(c4ccccc4)c4ccccc4)c3)=NO2)CN1C(=O)C(c1ccccc1)c1ccccc1 (stereo not given in full) the results were POLK inh 0%, Anesthetic bind -8%, POLI inh 24%, Pol beta inh 3%, LDHA block 1, BLM inh -12%, APEX1 inh -11%, Glioma ERSR ind -3% and Pol eta inh -10%.
For Cc1ccc2c(CN3CCN(CCO)CC3)cc(=O)oc2c1 the results were POLK inh -1%, Anesthetic bind -10%, POLI inh 10%, Pol beta inh 0%, LDHA block -9&7, BLM inh 2%, APEX1 inh 2%, Glioma ERSR ind 1% and Pol eta inh -6%.
N#C/C=C/N1CCN(C(=O)c2ccco2)CC1 was read as POLK inh -17%, POLI inh -2%, LDHA block -2, APEX1 inh 9%, Glioma ERSR ind -4% and Pol eta inh 0%.
`Nc1ncnc2c1ncn2C1O[C@H](CO)[C@@H](O)[C@@H]1O` (stereo not given in full) gave POLK inh -23%, POLI inh -8%, LDHA block -10, APEX1 inh -2%, Glioma ERSR ind -3% and Pol eta inh -1%.
`CC(C)CCNC(=O)c1sc2ccc(S(=O)(=O)N3CCCCC3)cc2c1N` gave POLK inh -9%, Anesthetic bind 57%[activator], POLI inh 15%, Pol beta inh -30%, LDHA block -2, BLM inh -2%, APEX1 inh 3%, Glioma ERSR ind 0% and Pol eta inh -27%.
Screening COc1ccc(-c2ccnc3c(Br)c(C)nn23)cc1 returned POLK inh 7%, POLI inh 29%, LDHA block -3, APEX1 inh -13%, Glioma ERSR ind 1% and Pol eta inh -24%.
Screening COc1cccc(N2CCN(C(=O)c3c4c(nc5ccccc35)C(=O)N(C3CCCCC3)C4)CC2)c1 returned POLK inh 3%, Anesthetic bind -7%, POLI inh -2%, Pol beta inh 12%, LDHA block -1, BLM inh -1%, Glioma ERSR ind 3% and Pol eta inh -8%.
Cc1ccc(N(CC(=O)Nc2ccccc2-c2ccccc2)S(=O)(=O)c2ccccc2)cc1 was read as POLK inh -7%, Anesthetic bind 37%[activator], POLI inh -6%, Pol beta inh 0%, LDHA block -3, BLM inh -11%, APEX1 inh inconclusive, Glioma ERSR ind 0% and Pol eta inh -19%.
`C=CCN1C(=O)SC(Cc2cccc(OC)c2O)C1=O` (stereo not given) gave POLK inh -2%, Anesthetic bind inconclusive, POLI inh 31%[activator], Pol beta inh 29%, LDHA block -1, BLM inh -4%, APEX1 inh -2%, Glioma ERSR ind 1% and Pol eta inh -17%.
Screening COC(=O)COc1ccc(S(=O)(=O)Nc2ccc3c(c2)OCCO3)cc1C returned POLK inh -4%, Anesthetic bind -16%, POLI inh 13%, Pol beta inh 11%, LDHA block 1, BLM inh -1%, APEX1 inh 6%, Glioma ERSR ind -12% and Pol eta inh -6%.
For Cc1ccc(S(=O)(=O)N2CCCCC2)cc1NC(=O)c1cccnc1 the results were POLK inh -5%, POLI inh 16%, LDHA block -5, APEX1 inh 10%, Glioma ERSR ind -4% and Pol eta inh -4%.
Screening CSc1ncccc1C(=O)N1CCN(S(=O)(=O)c2ccccc2)CC1 returned POLK inh 2%, Anesthetic bind -11%, POLI inh 144%[activator], Pol beta inh 6%, LDHA block -4, BLM inh -2%, APEX1 inh 4%, Glioma ERSR ind 3% and Pol eta inh -14%.
Screening CCC(C)NC(=O)c1ccccc1NC(=O)c1ccccc1N(C)S(C)(=O)=O (stereo not given) returned POLK inh -19%, Anesthetic bind 3%, POLI inh 10%, Pol beta inh 3%, LDHA block 0, BLM inh 0%, APEX1 inh -1%, Glioma ERSR ind -1% and Pol eta inh 1%.
For Cc1ccc(-n2nc(C(=O)NC(C)C)c(=O)n(C)c2=O)cc1 the results were POLK inh -8%[60.1 µM], Anesthetic bind 0%, POLI inh -17%, Pol beta inh 15%, LDHA block -10, BLM inh 0%, Glioma ERSR ind -2% and Pol eta inh -3%.
For Cc1cc(C(=O)NNC(=O)c2ccc(NC(=O)CC#N)cc2)c(C)o1 the results were POLK inh -2%, POLI inh 21%, LDHA block 0, APEX1 inh 6%, Glioma ERSR ind 3% and Pol eta inh -13%.
For CCc1ccc2oc(C(=O)NCc3ccc(S(N)(=O)=O)cc3)c(C)c2c1 the results were POLK inh -15%, Anesthetic bind -16%, POLI inh -27%, Pol beta inh 6%, LDHA block -13, BLM inh -4%, APEX1 inh 8%, Glioma ERSR ind 1% and Pol eta inh -3%.
`C=CCN(C(=O)c1csnn1)C(C(=O)NC1CCCC1)c1ccc(F)cc1` (stereo not given) gave POLK inh -1%, Anesthetic bind -1%, POLI inh 59%[activator], Pol beta inh 40%, LDHA block -10, BLM inh -5%, APEX1 inh 27%, Glioma ERSR ind -2% and Pol eta inh -4%.
Screening Oc1ccccc1/C=N/Nc1ccccc1 returned POLK inh 6%, Anesthetic bind -20%, POLI inh 22%, Pol beta inh -5%, LDHA block 7, BLM inh -3%, APEX1 inh -3%, Glioma ERSR ind inconclusive and Pol eta inh -17%.
Screening CC(C)C(NC(=O)CN1C(=O)c2ccccc2S1(=O)=O)C(C)C returned POLK inh 12%, Anesthetic bind -1%, POLI inh 11%, Pol beta inh 33%, LDHA block 1, BLM inh 2%, APEX1 inh -1%, Glioma ERSR ind -4% and Pol eta inh -17%.
For CCOC(=O)C1=C(C)NC(C)=C(C(=O)OCC)C1C(=O)OCC(=O)NCc1ccccc1OC the results were POLK inh -21%, POLI inh 134%[activator], LDHA block -7, APEX1 inh 12%, Glioma ERSR ind -2% and Pol eta inh -15%.

5 structures from above, ordered by formula weight, smallest number first:
Screening Oc1ccccc1/C=N/Nc1ccccc1 returned POLK inh 6%, Anesthetic bind -20%, POLI inh 22%, Pol beta inh -5%, LDHA block 7, BLM inh -3%, APEX1 inh -3%, Glioma ERSR ind inconclusive and Pol eta inh -17%.
For Cc1cc(C(=O)NNC(=O)c2ccc(NC(=O)CC#N)cc2)c(C)o1 the results were POLK inh -2%, POLI inh 21%, LDHA block 0, APEX1 inh 6%, Glioma ERSR ind 3% and Pol eta inh -13%.
For CCc1ccc2oc(C(=O)NCc3ccc(S(N)(=O)=O)cc3)c(C)c2c1 the results were POLK inh -15%, Anesthetic bind -16%, POLI inh -27%, Pol beta inh 6%, LDHA block -13, BLM inh -4%, APEX1 inh 8%, Glioma ERSR ind 1% and Pol eta inh -3%.
Screening CCC(C)NC(=O)c1ccccc1NC(=O)c1ccccc1N(C)S(C)(=O)=O (stereo not given) returned POLK inh -19%, Anesthetic bind 3%, POLI inh 10%, Pol beta inh 3%, LDHA block 0, BLM inh 0%, APEX1 inh -1%, Glioma ERSR ind -1% and Pol eta inh 1%.
For CCOC(=O)C1=C(C)NC(C)=C(C(=O)OCC)C1C(=O)OCC(=O)NCc1ccccc1OC the results were POLK inh -21%, POLI inh 134%[activator], LDHA block -7, APEX1 inh 12%, Glioma ERSR ind -2% and Pol eta inh -15%.

This is a subset; rates above refer to the full screens.
